Bioassay records deposited in PubChem by several laboratories.
sEH inhibitor: soluble epoxide hydrolase (human) inhibition; inhibition, % at 2 µM; 91,000 tested, 0.34% active; recombinant human sEH enzymatic activity assay; P34913; in the data active = inhibition above about 80%; note: values of inactives mirror those of a sister screen read the other way; many of its hits are not listed in these tables
Target sequence (P34913 whole entry, looked up): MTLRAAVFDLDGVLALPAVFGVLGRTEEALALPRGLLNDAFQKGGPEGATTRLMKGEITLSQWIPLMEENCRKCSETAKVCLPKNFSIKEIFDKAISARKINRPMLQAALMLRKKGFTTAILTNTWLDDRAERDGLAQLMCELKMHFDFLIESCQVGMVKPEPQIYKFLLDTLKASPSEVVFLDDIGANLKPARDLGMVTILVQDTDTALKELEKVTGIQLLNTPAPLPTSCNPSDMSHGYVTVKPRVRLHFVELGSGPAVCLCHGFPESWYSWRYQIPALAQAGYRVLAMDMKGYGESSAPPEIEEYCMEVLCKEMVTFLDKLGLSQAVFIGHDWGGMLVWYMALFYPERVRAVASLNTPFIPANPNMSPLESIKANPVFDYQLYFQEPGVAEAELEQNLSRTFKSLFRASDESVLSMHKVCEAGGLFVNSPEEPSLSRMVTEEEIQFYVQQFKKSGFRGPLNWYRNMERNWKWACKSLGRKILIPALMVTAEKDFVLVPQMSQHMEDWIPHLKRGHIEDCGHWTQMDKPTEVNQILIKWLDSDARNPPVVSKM
PostGolgi yeast: growth inhibition of a yeast mutant, post-Golgi transport screen; post-Golgi transport phenotypic cell assay; inhibition, % at 10 µM; 98,000 tested, 0.9% active;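 note: yeast cells grown in 1536-well plates; yeast grown about 18 h at 30C before absorbance read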
sEH act: soluble epoxide hydrolase (human) activation | AID 717 | P34913 | 91,000 tested, 0.04% active | purified human sEH enzymatic activity, activator screen | activation, % at 2 µM; in the data active = activation above about 37%; note: values of inactives mirror those of a sister screen read the other way
CD11b adhes inh: CD11b/CD18-fibrinogen binding inhibition | K562 CD11b/CD18 adhesion to fibrinogen, ATPlite luminescence; Mn2+ added to activate the integrin | inhibition, % at 10 µM | P05107+P11215 | AID 1497 | 93,000 tested, 0.54% active;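 active = primary inhibition of 50% or more at 10 µM, then 40% or more on retest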; note: some results filed as inactive read as strong as hits
E coli WT exp: growth inhibitors of E. coli BW25113 wild type; AID 710; 98,000 tested, 0.15% active; OD600 absorbance; growth inhibition, % at 100 µM;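 active = growth inhibition above about 50% at one test dose, limit read from the data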;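 note: growth measured after 20 h incubation at 37 °C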
S1P2 antag: S1P2 (human) receptor antagonism; 97,000 tested, 0.21% active; inhibition, % at 5 µM; cell-based S1P2 antagonist assay, inhibition at 5 uM; AID 736; in the data active = inhibition above about 45%;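 note: CRE beta-lactamase reporter cells expressing human S1P2 stimulated with S1P; 0% = agonist at EC80 alone and 100% = agonist plus reference antagonist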
Target sequence (O95136 whole entry, looked up): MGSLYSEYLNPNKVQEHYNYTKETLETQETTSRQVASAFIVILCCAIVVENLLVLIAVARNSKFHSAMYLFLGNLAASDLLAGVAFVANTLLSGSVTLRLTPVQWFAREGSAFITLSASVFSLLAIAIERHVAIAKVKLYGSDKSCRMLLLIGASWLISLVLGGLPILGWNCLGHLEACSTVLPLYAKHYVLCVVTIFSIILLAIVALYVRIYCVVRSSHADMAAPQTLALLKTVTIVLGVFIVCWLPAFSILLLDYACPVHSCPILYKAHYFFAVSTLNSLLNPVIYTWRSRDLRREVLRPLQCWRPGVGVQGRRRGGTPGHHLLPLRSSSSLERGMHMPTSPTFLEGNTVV
S1P2 ag: activates the human S1P2 receptor; AID 729; 97,000 tested, 0.46% active; activation, % at 4.5 µM; S1P2-expressing cell line, agonist reporter read-out; O95136; in the data active = activation above about 16%;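 note: 0% = vehicle low control and 100% = maximal reference agonist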
PLAP activator: activates human placental alkaline phosphatase; purified PLAP enzyme, luminescent substrate read-out; stronger effect = higher value; activation fold at 20 µM; 96,000 tested, 1.2% active; AID 696; in the data active = activation fold above about 2
PostGolgi ctrl: growth of the yeast control strain, post-Golgi counter-screen. efflux-deficient yeast background strain, growth absorbance A615, 16 h. inhibition, % at 10 µM. 98,000 tested, 5% active. AID 738
An asterisk follows results filed as active; x = not tested or not shown. Cut-off read from the data, not from the text of the source, unless noted: active = inhibition above about 30%; inactive = the rest.

Results follow in this order: sEH inhibitor	PostGolgi yeast	sEH act	CD11b adhes inh	E coli WT exp	S1P2 antag	S1P2 ag	PLAP activator	PostGolgi ctrl
(1) O=c1[nH]nc(CNc2ccc(O)cc2)c2ccccc12
 : 5	-3	-7	-10	2	-29	-4	0.8	9
(2) C=CCNC(=O)C1CCN(S(=O)(=O)c2ccc(Br)cc2)CC1
 : 12	5	-12	-12	-1	-7	0	1	3
(3) CCC(c1c(C)[nH]oc1=O)c1c(C)[nH]oc1=O
 : x	3	x	-6	-12	11	-2	0.8	15
(4) O=C1c2ccccc2C(=O)N1CCc1nc(-c2ccccn2)no1
 : x	1	x	-11	2	x	x	0.9	10
(5) CCCC1C(C#N)=C(N)Oc2n[nH]c(C(C)(C)C)c21 (stereo not drawn)
 : x	-1	x	1	4	x	x	1.4	26
(6) COc1nc(-c2ccc(Cl)cc2)ccc1-c1noc(-c2cccs2)n1
 : 7	-3	-9	x	-16	-9	-1	1.1	11
(7) CS(=O)(=O)CCC(C(=O)N1CCOCC1)N1C(=O)c2cc(Cl)c(Cl)cc2C1=O (stereo not drawn)
 : -2	x	4	x	x	1	-5	x	x
(8) COCCNCC#CCOc1ccc(OC)cc1
 : 12	0	-8	26	-1	14	-3	0.9	15
(9) O=C(N/N=C/c1ccc(Cl)cc1Cl)Nc1ccccc1
 : 39	-2	-37	x	-5	5	-4	0.8	5
(10) O=C(Nc1cccc(-n2cnnn2)c1)c1ccco1
 : 0	2	-1	32	9	3	-2	1.1	-7
(11) CCCc1[nH]nc2c1C(c1ccc(Br)s1)C(C#N)=C(N)O2 (stereo not drawn)
 : 42	-3	-43	3	-1	-8	-7	1	1
(12) COCCN(C(=O)CNC(=O)c1ccco1)C(C(=O)NC1CCCC1)c1cccs1 (stereo not drawn)
 : 15	x	-14	x	x	-6	1	x	x
(13) CC(C)(C)C(=O)NC(=S)NCCc1ccccc1
 : 3	-3	-1	x	12	4	-3	0.9	0
(14) CCN(CC)S(=O)(=O)c1cccc(-c2nnc(SCCOc3ccccc3)o2)c1
 : 6	-6	-6	35	-32	-9	-2	1.4	12
(15) CCOC(=O)N1CCN(C(=O)c2cc3cc(Br)ccc3oc2=O)CC1
 : -10	1	9	-7	2	4	-4	0.9	4
(16) COC(=O)CC1=C(C(=O)OC)C(c2cc(OC)c(OC)cc2OC)C(C#N)=C(N)O1 (stereo not drawn)
 : -8	-2	8	6	8	-9	-3	1.4	4
(17) CN(CC(=O)OCC(=O)NC(=O)c1cccn1C)S(=O)(=O)c1ccc(Cl)cc1
 : 12	-7	-10	9	-2	0	-5	0.9	27
(18) Cc1ccccc1CSCC(Nc1ccc(C(=O)O)cc1[N+](=O)[O-])C(=O)O (stereo not drawn)
 : -16	-2	13	10	-3	-13	-5	0.7	3
(19) CCc1ccc2[nH]c3nc(SCc4nnc(-c5ccc(C)cc5)o4)nnc3c2c1
 : 10	x	-10	x	x	-17	0	x	x
(20) O=C(CCc1nc2ccccc2c(=O)[nH]1)NC1CCN(Cc2ccccc2)CC1
 : x	-1	x	-17	-3	x	x	1.5	-5
(21) Cn1c(SCc2nc3ccccc3[nH]2)nnc1-c1cccs1
 : 16	-5	-15	-9	-3	12	-8	1.6	-1
(22) NC(N)=N/N=C/c1ccc(OCc2ccccc2)cc1
 : -5	3	7	36	99*	3	-7	1.1	8
(23) O=C(c1cccc(C(=O)N2CCc3ccccc32)n1)N1CCc2ccccc21
 : x	4	x	2	-4	x	x	1.1	11
(24) Cc1cc(C)c(NS(=O)(=O)c2ccc(Cl)c(C(=O)O)c2)c(C)c1
 : -21	-9	18	-25	-6	-20	-10	1.2	2
(25) O=S(=O)(c1ccc(C2CCCCC2)cc1)N1CCN(c2ncccn2)CC1
 : 7	0	-3	-1	-4	-6	1	0.9	2
(26) CCc1nn(-c2ccccc2)c2c1-c1cc(OC)c(OC)cc1C1(N2)C(=O)Nc2ccccc21 (stereo not drawn)
 : -7	24	10	-9	2	-32	4	1.5	6
(27) COC(=O)c1cc(/C=C/c2ccccc2)on1
 : x	5	x	x	2	5	-5	1	-7
(28) CCOc1ccc(C(=S)NC2CCCCC2)cc1
 : 8	6	-6	x	2	5	-5	0.7	1
(29) CCc1ccc(OCC(=O)N(C)CCC#N)c(Br)c1
 : -1	-14	5	-36	0	-3	-2	0.9	39*
(30) COc1ccc(N2CC(C(=O)OCC(=O)c3ccccc3)CC2=O)cc1 (stereo not drawn)
 : 1	3	-1	1	-18	-7	-7	0.9	1
(31) CC(C)(C)NC(=O)COC(=O)c1ccc(S(=O)(=O)N2CCCCCC2)cc1
 : -3	-7	4	5	0	26	-4	0.9	9
(32) c1ccc(-n2ncc3c(NCCN4CCOCC4)ncnc32)cc1
 : -6	0	7	-3	2	-1	-1	1.4	12
(33) CCOC(=O)c1c(N)sc(C(=O)N2CCCC(C(N)=O)C2)c1C (stereo not drawn)
 : 9	x	-9	x	x	-3	-6	x	x
(34) CC(NC(=O)CCSc1nc(-c2ccco2)cc(C(F)(F)F)n1)c1ccccc1 (stereo not drawn)
 : 18	-2	-16	-3	-11	12	-4	1.1	23
(35) CCOC(=O)/C(C#N)=C/c1ccc(OCC(=O)Nc2ccc(OC)cc2)c(OC)c1
 : x	1	x	4	-2	10	-5	1	-2
(36) COc1cccc2c(=O)c(C(=O)NCc3cccs3)c[nH]c12
 : 22	2	-23	9	-1	-5	-8	1.1	13
(37) CS(=O)(=O)Nc1cccc(C(=O)CC2(O)C(=O)Nc3ccc(Br)cc32)c1 (stereo not drawn)
 : 8	0	-8	8	22	13	-1	1	-3
(38) O=C(NCCC1=CCCCC1)C1CCN(S(=O)(=O)c2cccc3cccnc23)CC1
 : 44	1	-44	-6	-7	21	-5	1.5	15
(39) COc1ccc(C(=O)Nc2ccccn2)cc1
 : -4	x	7	x	x	-8	-2	x	x
(40) CCn1cc(C2=NOC(C(=O)Nc3ccc4c(c3)OCO4)C2)c(C)n1 (stereo not drawn)
 : x	20	x	17	4	7	-1	1	0
(41) CC1CCN(C(=O)CNS(=O)(=O)c2ccc(Br)s2)CC1
 : 8	12	-10	3	2	-5	-5	1.6	2
(42) O=C(C(Cc1ccccc1)n1cccc1)N1CCN(c2ncccn2)CC1 (stereo not drawn)
 : 11	-3	-12	6	-7	15	-3	1.1	5
(43) C/C(=C\c1ccccc1)CN1CCN(c2cccc(Cl)c2)CC1
 : 0	0	0	x	-1	-3	-6	1	5
(44) CC(C)(C)Nc1c(N)c(=O)oc2ccccc12
 : -4	-3	2	x	8	13	0	x	2
(45) CC(=O)Nc1ccc(NC(C)=O)s1
 : x	-2	x	-5	-8	x	x	1.2	-7
(46) Cc1ccc(CN2C(=O)CCC2C(=O)NC2CC2)cc1 (stereo not drawn)
 : -2	-6	2	9	6	12	-3	1.2	0
(47) O=C(Oc1ccccc1C(=O)N1CCOCC1)c1ccc(Br)cc1
 : 1	5	0	7	0	-3	-4	1.1	6
(48) CC(Sc1nnc2c(n1)C1(C)CCC2C1(C)C)C(=O)Nc1ccccc1 (stereo not drawn)
 : 4	-1	-2	x	-11	-2	-2	1.2	13
(49) Cc1ccc(N=Nc2c(=O)[nH]n3c(C)cc(C)nc23)cc1
 : -12	1	9	x	2	16	-3	0.7	12
(50) CCCCCCCC(=O)NC(Nc1ccccc1OC)C(Cl)(Cl)Cl (stereo not drawn)
 : -1	-2	1	0	-2	-5	-9	0.9	6

Among those listed so far, 3 have two or more sulfur atoms:
Results follow in this order: sEH inhibitor	PostGolgi yeast	sEH act	CD11b adhes inh	E coli WT exp	S1P2 antag	S1P2 ag	PLAP activator	PostGolgi ctrl
(14) CCN(CC)S(=O)(=O)c1cccc(-c2nnc(SCCOc3ccccc3)o2)c1
 : 6	-6	-6	35	-32	-9	-2	1.4	12
(21) Cn1c(SCc2nc3ccccc3[nH]2)nnc1-c1cccs1
 : 16	-5	-15	-9	-3	12	-8	1.6	-1
(41) CC1CCN(C(=O)CNS(=O)(=O)c2ccc(Br)s2)CC1
 : 8	12	-10	3	2	-5	-5	1.6	2

Going on with the list.
Results follow in this order: sEH inhibitor	PostGolgi yeast	sEH act	CD11b adhes inh	E coli WT exp	S1P2 antag	S1P2 ag	PLAP activator	PostGolgi ctrl
(51) O=C(COC(=O)CCCNC(=O)c1ccc(Cl)cc1)NC1CC1
 : 2	2	-3	18	2	12	-4	1.1	-2
(52) COc1ccccc1-c1cc(C(=O)NCc2ccc(Cl)cc2)no1
 : 6	8	-5	x	-3	-12	-9	1	6
(53) CCOC(=O)C1=C(C)N=C2SCCC(=O)N2C1c1ccc(C(=O)OC)cc1 (stereo not drawn)
 : -5	17	3	-7	9	-24	2	1.3	1
(54) CCN(CC)c1ccc(/C=c2/sc3nnc(-c4ccccc4C)n3c2=O)cc1
 : -8	-5	10	-44	-24	-12	2	0.9	2
(55) COc1ccc(N2CCN(C(=O)CSc3nnc(-c4cccnc4)n3-c3ccccc3)CC2)cc1
 : 3	-3	-3	-15	0	19	-3	1.5	-8
(56) CCc1nnc(NC(=O)CSc2nnc(-c3c[nH]c4ccccc34)n2CCOC)s1
 : -6	1	7	-4	8	1	-3	1.2	9
(57) CCOc1ccc(C2=NNC(c3cccs3)=Nc3ccc(OCC)cc32)cc1
 : -14	0	12	1	-27	-19	-2	1.1	14
(58) COc1cc(-c2nnc(SCC(=O)OC3CCCCC3)o2)cc(OC)c1OC
 : -16	1	15	-10	-10	-21	-2	1	8
(59) O=C(CN1C(=O)c2ccccc2C1=O)Nc1ccc2c(c1)OCO2
 : 2	-4	1	7	11	-25	-2	1	-17
(60) Cc1ccc(S(=O)(=O)NCCCCC(NC(=O)OC(C)(C)C)C(=O)O)cc1 (stereo not drawn) (tested in a mixture with another compound)
 : 5	5	0	x	-2	-1	-3	x	3
(61) Cc1c2c(n3c(nc4ccccc43)c1C#N)N(Cc1cccnc1)CC2
 : 2	x	-1	x	x	-22	1	x	x
(62) CCOC(=O)N1CCN(Cc2nc3c(c(=O)n(C)c(=O)n3C)n2CCCc2ccccc2)CC1
 : x	20	x	0	4	11	-3	1.3	1
(63) C=CCn1c(SCC(=O)NC(=O)NCc2ccco2)nc2sc(C)c(C)c2c1=O
 : 1	-8	2	-6	-4	-25	-1	0.9	0
(64) O=C(NC1CCCC1)c1noc2c1CCCCC2
 : 13	-2	-15	2	4	1	-7	1	11
(65) CCOC(=O)c1cnc(NCc2ccccc2)nc1C
 : x	1	x	-32	0	x	x	1	11
(66) CCN(CC)S(=O)(=O)c1cccc(NC(=O)COC(=O)c2ccc(Br)o2)c1
 : -4	16	2	-7	-6	-14	-3	0.6	14
(67) COc1ccc(CCNC(=O)c2ccc3c(c2)NC(=O)C(N2CCOCC2)S3)cc1OC (stereo not drawn)
 : 100*	-3	-100	-4	1	11	-10	1.4	3
(68) O=C(CSc1nc2ccccc2o1)NCc1ccc2c(c1)OCO2
 : 0	2	0	-4	-1	8	-7	1.1	16
(69) NC(=O)NCC12CC3CC(CC(C3)C1)C2
 : -8	-4	7	x	-7	14	-4	1.1	3
(70) COC(=O)C1=C(C(=O)OC)SC2(S1)C(C(=O)OC)=C(C(=O)OC)SC1=C2c2cc(C)ccc2NC1(C)C
 : -5	-4	7	36	-5	-9	-6	1.7	4
